Integrin act MD: activates integrin-mediated alleviation for muscular dystrophy | alpha7betagal myoblasts, beta-gal FDG fluorescence, 48 h | Potency, µM (doses to about 38.3 µM), for the others: top-dose activation, hits mostly activators | 0.064% of 350,000 active | AID 624291;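 also: potency is read from the fitted curve at half-maximal effect; 100% = response of the positive control SU9516; nearly all actives have a fitted effect of over 60% in size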
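Alpha7betagal+/- myoblasts (passage 13) were plated 16-24 hr, then exposed to compounds (1:260 dilution of DMSO stock) for 48 hours at 37C. After MPER lysis, β-galactosidase reporter activity was read as FDG fluorescence (ex 480/em 540) after 30 minutes.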
BCR signal inh: inhibitors of chronic active B-cell receptor signaling. ABC-DLBCL IkBa-CBG/CBR reporter, luminescence ratio, 4 h. Potency, µM (titrated, usually from 46.1 µM), for inactives: top-dose ratio change, negative = lower green/red ratio, usual class: inhibitors. 0.05% of 340,000 active. AID 493014; active = well fitted inhibition curve with a large enough effect in the signal ratio, with a control signal flat, not every such curve was filed as active; inconclusive = small, poorly fitted or top-dose-only effect, or effect the other way, or a change in a side signal; the % refers to the signal ratio;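 also: potency is read from the fitted curve at half-maximal effect; plate controls were basal doxycycline-induced cells for no effect and cells given 10 µM MG132 for full effect; MG132 reads +100%, hits lower the ratio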
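Cell line TMD8 (human ABC DLBCL), stably expressing tet-inducible CBG68-IkBa fusion and CBR; IMDM/0.5% FBS; cpd up to 46 uM; dox induction, 4 h, 37C/5% CO2; dual luminescence; green/red ratio; MG132 control.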
PTAP TSG101 blk: blocks PTAP/TSG101 interaction to inhibit HIV-1 budding | Q99816 | Fluorescence polarization, FITC-PTAP peptide / Tsg101 binding | Potency, µM (titrated, usually from 115 µM), inactives show at the highest dose activity change, negative = inhibition, actives largely listed as inhibitors | 340,000 tested, under 10 active | AID 493005; active = well fitted inhibition curve with a large enough effect in the main read-out, with a control signal flat, not every such curve was filed as active; inconclusive = small, poorly fitted or top-dose-only effect, or effect the other way, or a change in a side signal; inactive = no such curve, though single readings can be large or run the other way; also: potency is read from the fitted curve at half-maximal effect; % of control where 0% means no effect
Target sequence (Q99816 whole entry, looked up): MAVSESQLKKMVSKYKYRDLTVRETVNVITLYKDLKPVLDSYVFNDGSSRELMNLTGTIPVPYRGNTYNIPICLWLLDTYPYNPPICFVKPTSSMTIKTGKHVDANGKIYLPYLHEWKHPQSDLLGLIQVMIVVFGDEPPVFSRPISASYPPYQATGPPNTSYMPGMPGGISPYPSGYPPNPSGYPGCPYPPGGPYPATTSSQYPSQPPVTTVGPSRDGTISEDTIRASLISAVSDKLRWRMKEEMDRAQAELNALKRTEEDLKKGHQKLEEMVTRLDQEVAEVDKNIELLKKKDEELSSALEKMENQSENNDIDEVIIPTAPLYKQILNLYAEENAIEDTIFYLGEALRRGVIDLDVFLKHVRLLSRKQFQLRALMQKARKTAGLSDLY
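FP read-out: FITC-PTAP peptide, 50 nM final, binding Tsg101 binding domain, 10 uM final; 20 min, r.t.; 10 mM HEPES pH 7.5, 0.15 M NaCl, 0.01% Tween 20, 3 mM EDTA, 0.1 mM TCEP.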
B2AR arrestin: agonists driving beta-arrestin recruitment to human beta2-adrenergic receptor. P07550. beta-arrestin recruitment to beta2AR, cell-based reporter. Potency, µM (top dose mostly 46.1 µM), for inactives: top-dose activation, most hits filed as activators. 0.02% of 330,000 active. AID 492947;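 also: potency is read from the fitted curve at half-maximal effect; 0% = DMSO controls and full agonism = EC100 isoproterenol or metaproterenol; nearly all actives have a fitted effect of over 65% in size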
GALK inhibitor: blocks human galactokinase activity. P51570. Purified GALK, Kinase-Glo residual ATP luminescence. Potency, µM (highest dose often 57.5 µM), without a hit: top-dose activity change, negative = inhibition, actives largely listed as inhibitors. 0.007% of 270,000 active. AID 1868; also: potency is read from the fitted curve at half-maximal effect; % is scaled to controls: 0 for no effect and ±100 for the full control effect
Target sequence (P51570 whole entry, looked up): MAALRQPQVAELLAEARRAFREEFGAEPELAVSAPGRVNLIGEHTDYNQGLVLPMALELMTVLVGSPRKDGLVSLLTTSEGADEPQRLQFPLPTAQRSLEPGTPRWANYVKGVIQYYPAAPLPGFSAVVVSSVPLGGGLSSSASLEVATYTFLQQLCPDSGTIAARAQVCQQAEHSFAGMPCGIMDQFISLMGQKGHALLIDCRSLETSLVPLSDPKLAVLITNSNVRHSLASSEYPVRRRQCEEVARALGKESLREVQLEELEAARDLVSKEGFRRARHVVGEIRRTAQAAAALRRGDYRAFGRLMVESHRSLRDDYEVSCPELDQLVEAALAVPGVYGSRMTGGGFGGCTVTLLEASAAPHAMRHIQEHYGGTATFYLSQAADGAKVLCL
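Galactose (100 uM) and ATP (35 uM) were turned over by 5 nM GALK for 1 h at RT. Kinase-Glo Plus then converted the remaining ATP into a luminescent signal.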
Tb PFK inh: inhibitors of T. brucei phosphofructokinase; AID 485367; Potency, µM (highest dose often 57.5 µM), for the others: at the highest dose activity, negative = inhibition, hits mostly inhibitors; 0.17% of 330,000 active; T. brucei PFK, ADP-Glo luminescence;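 also: potency is read from the fitted curve at half-maximal effect; 0% = uninhibited 1x PFK enzyme wells and -100% = no-enzyme wells; nearly all actives have a fitted effect of over 60% in size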
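Activity is normalized to no-enzyme wells (full inhibition) and 1.25 nM enzyme wells (no inhibition). Reaction: 0.5 mM F6P, 0.1 mM ATP, 45 min RT, ADP-Glo luminescence; concentration-response curves fitted and classed by quality.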
Giardia killer: Giardia lamblia killing | activity change, % at 7.66 µM, hits read low | Giardia lamblia trophozoite viability | 0.15% of 340,000 active | AID 540267; in the data active = activity change below about -80%; inconclusive = between about -30% and that limit;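 also: parasites exposed to compound for two days anaerobically before the ATP read; % is scaled to controls: 0 for no effect and ±100 for the full control effect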
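Anaerobic 48 hrs incubation at 37 deg C of 100 trophozoites/well with test compounds; ATPLite 1-Step luminescence, 15-30 min RT, reports cellular ATP as viability.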
Menin-MLL TR inh: inhibitors of human menin-MLL interaction, mutant MLL peptide; O00255; 0.23% of 270,000 active; Menin + Texas Red MLL mutant peptide, fluorescence polarization; AID 1768; Potency, µM (doses to about 61.6 µM), without a hit: top-dose FP activity change, negative = inhibition, most hits filed as inhibitors; active = well fitted inhibition curve with a large enough effect in the polarisation, with a control signal flat, not every such curve was filed as active; inconclusive = small, poorly fitted or top-dose-only effect, or effect the other way, or a change in a side signal; inactive = no such curve, though single readings can be large or run the other way; the % refers to the polarisation; also: potency is read from the fitted curve at half-maximal effect; % of control where 0% means no effect; many of its hits are not listed in these tables
FBPA coupling cs: coupling enzyme interference in Giardia aldolase counter-screen; 0.67% of 290,000 active; activity change, negative = inhibition, % at 58.2 µM, hits read low; coupling enzyme system counterscreen, AmpLite Red fluorescence; in the data active = activity change below about -30%; also: % is scaled to controls: 0 for no effect and ±100 for the full control effect
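Counterscreen of the coupled detection system alone, without aldolase: glyceraldehyde-3-phosphate coupling enzymes plus AmpLite Red readout. Compounds at 57.5 uM final, 10 min RT preincubation, 20 min RT reaction, fluorescence 525/598 nm.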
PKM2 act: increases activity of human pyruvate kinase M2; Potency, µM (series often up to 57.5 µM), for inactives: at the highest dose activation, actives largely listed as activators; 0.34% of 260,000 active; AID 1631; purified PKM2, Kinase-Glo ATP luminescence, activation; response scale: 0% is enzyme alone, no compound; also: potency is read from the fitted curve at half-maximal effect; % is scaled to controls: 0 for no effect and ±100 for the full control effect; nearly all actives have a fitted effect of over 55% in size
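Kinase-Glo luminescence reports ATP generated from ADP (0.1 mM) and PEP (0.5 mM) by purified hPK-M2 after 1 h at room temperature, pH 7.2 imidazole buffer; intermediate enzyme activity allows detecting inhibitors and activators.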
ASM inhibitor: human S-ASM enzyme inhibition. 0.006% of 340,000 active. placental ASM, HMU-PC fluorogenic substrate, 60 min. P17405. Potency, µM (top dose mostly 57.5 µM), without a hit: at the top dose activity change, negative = inhibition, hits mostly inhibitors; also: potency is read from the fitted curve at half-maximal effect
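qHTS format. ASM enzyme prepared from human placenta hydrolyses the fluorogenic substrate HMU-PC0 (9 uM final) over 60 min at 37 °C after a 10 min compound preincubation.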
* marks the source's active call; other numbers are inactive results; ? = inconclusive; · = no result given; [ ] = another dose, or the depositor's remark. Unless noted, calls follow the shape of the dose curve; as a rule, active = well fitted curve in the direction sought with a large enough effect; inconclusive = small, poorly fitted or top-dose-only effect, or another doubt; inactive = no such curve, though single readings can be large; an effect the other way counts as inactive or inconclusive.

smiles	Integrin act MD	BCR signal inh	PTAP TSG101 blk	B2AR arrestin	GALK inhibitor	Tb PFK inh	Giardia killer	Menin-MLL TR inh	FBPA coupling cs	PKM2 act	ASM inhibitor
COc1cccc(C2CC(=O)Nc3cc(OC)c(OC)c(OC)c32)c1OC (centres undefined)	39%	?	-2%	6.5%	1%	2%	2	6%	-8	3%	-1%
CC(=O)Oc1ccc(N2C(=O)C3C4C=CC(C5CC45)C3C2=O)cc1[N+](=O)[O-] (centres undefined)	12%	4%	-3%	0.2%	·	20%	-14	-4%	3	-9%	3%
CCOC(=O)c1nnn(-c2nonc2-n2cccc2)c1C	-11%	8%	-3%	0.4%	-5%	21%	3	7%	2	-3%	-3%
COc1ccc(NC(=O)N(C)C[C@H]2Oc3c(NC(=O)NC(C)C)cccc3C(=O)N([C@H](C)CO)C[C@@H]2C)cc1	-2%	-3%	-1%	0.0%	·	4%	3	·	·	·	-6%
CCN(CC(=O)Nc1ccc2c(c1)OCCO2)C(=O)c1cccc(S(=O)(=O)N2CCOCC2)c1	5%	5%	0%	-0.4%	-1%	-6%	-13	7%	2	-4%	-1%
O=C(CSc1nccc2ccccc12)N1CCN(c2ccccn2)CC1	2%	?	-4%	0.6%	-1%	2%	6	-4%	-1	-4%	-2%
CC1CC(c2ccccc2)n2nc(NC(=O)c3cccs3)nc2N1 (centres undefined)	-3%	4%	-5%	-0.2%	-4%	0%	-14	2%	1	?	2%
COc1ccc(-c2[nH]ncc2/C=N\NC(=O)c2cccs2)cc1OC	-22%	?	-3%	0.2%	-3%	5%	6	·	·	·	-2%
COc1cccc(-n2c([S-])c(C(=O)Nc3ccc(S(=O)(=O)N4CCOCC4)cc3)[n+]3cc(C(N)=O)ccc23)c1	8%	-1%	-3%	-0.1%	·	0%	22	·	-11	-34%	29%
CC(NC(=O)c1ccccc1N)c1ccccc1 (centres undefined)	3%	0%	-3%	0.0%	-1%	0%	11	-17%	5	-5%	14%
O=C(NCc1ccccc1)/C(=C/c1ccc([N+](=O)[O-])cc1)NC(=O)c1ccco1	23%	1%	1%	0.1%	-2%	-26%	-14	?	1	·	4%
CCN(CC(=O)NCc1ccc(Cl)cc1)C(=O)CSc1cccc(C(F)(F)F)c1	-3%	?	2%	0.2%	·	-4%	-6	·	·	·	-1%
O=C(COC(=O)c1cccs1)NCc1ccco1	-22%	?	-2%	0.1%	6%	?	-13	2%	4	0%	-4%
COC(=O)C1CN(S(=O)(=O)c2cc(OC)ccc2OC)CCS1 (centres undefined)	5%	-1%	1%	-0.6%	14%	6%	7	6%	0	8%	9%
Cc1ccccc1C(=O)Nc1nnc(-c2ccc(C(C)(C)C)cc2)s1	-23%	-5%	-3%	-1.5%	0%	0%	-2	-11%	4	0%	-1%
N#Cc1nc(Cc2cccc3ccccc23)oc1NCCN1CCCCC1	-14%	?	-1%	0.8%	1%	-3%	-1	-9%	2	-2%	1%
Cc1nc2ccccc2n1/N=C/c1ccc([N+](=O)[O-])s1	-37%	-5%	1%	-0.9%	0%	-2%	?	4%	-5	2%	-11%
CN(C)c1cc(Nc2cccc(O)c2)c([N+](=O)[O-])c2nonc12	-25%	?	-17%	0.1%	·	1%	-21	·	-2	-5%	5%
CCOc1cc(NC(=S)NCCCN2CCOCC2)c(OCC)cc1NC(=O)c1ccccc1	5%	-5%	0%	-0.1%	5%	1%	-4	9%	-1	1%	-1%
O=C(c1noc2c1CCCC2)N1CCN(C(c2ccccc2)c2ccccc2)CC1	·	-22%	·	-0.1%	0%	-2%	·	-18%	2	17%	·
CCOc1ccc(NC(=O)C2CCCN(S(=O)(=O)c3ccc4c(c3)CCCN4C(C)=O)C2)cc1 (centres undefined)	19%	-1%	-11%	-0.4%	9%	-1%	-2	8%	1	·	-4%
O=C(COc1ccc(Cl)cc1)NCCS(=O)(=O)N1CCN(c2ccccc2F)CC1	?	?	-3%	0.3%	13%	-2%	3	?	3	1%	-2%
CCN(Cc1ccccc1)C(=O)c1nn(-c2ccc(OC)cc2)c(=O)c2c1c1ccccc1n2C	21%	?	1%	-0.9%	6%	-4%	9	12%	0	-5%	-5%
CCN(Cc1ccccc1)S(=O)(=O)c1c(N)n(C)c(=O)n(C)c1=O	0%	4%	-5%	0.1%	-8%	2%	-23	·	·	-3%	1%
Cc1cc(C)n(/C(=C\N(C)C)C(=O)c2ccc(Cl)cc2)n1	-16%	-7%	-1%	0.2%	-1%	-5%	6	-1%	3	-4%	0%
O=C(NCc1ccccc1Cl)C1CCCN(c2ncnc3c2nc2n3CCCCC2)C1 (centres undefined)	8%	?	-2%	-0.4%	0%	-2%	-1	-16%	4	·	0%
CCc1ccccc1NC(=O)CN(C1CCCCC1)S(C)(=O)=O	-4%	5%	-4%	-0.3%	6%	2%	1	-6%	1	3%	2%
CC1=C(C(=O)Nc2ccc(CC(=O)NCc3ccc(OC(C)C)cc3)cc2)SCCO1	1%	?	-1%	0.3%	-1%	?	?	·	·	·	3%
Cc1nn(-c2cc(N(S(C)(=O)=O)S(C)(=O)=O)c(Cl)cc2Cl)c(=O)n1C	-2%	2%	1%	-0.4%	·	-3%	9	0%	-1	2%	2%
O=C(Cc1c(F)cccc1Cl)Nc1cc(S(=O)(=O)N2CCOCC2)ccc1N1CCOCC1	21%	-9%	-6%	-0.5%	·	6%	1	·	·	·	-1%

Structures listed so far that have a furan ring, fused or not:
smiles	Integrin act MD	BCR signal inh	PTAP TSG101 blk	B2AR arrestin	GALK inhibitor	Tb PFK inh	Giardia killer	Menin-MLL TR inh	FBPA coupling cs	PKM2 act	ASM inhibitor
O=C(NCc1ccccc1)/C(=C/c1ccc([N+](=O)[O-])cc1)NC(=O)c1ccco1	23%	1%	1%	0.1%	-2%	-26%	-14	?	1	·	4%
O=C(COC(=O)c1cccs1)NCc1ccco1	-22%	?	-2%	0.1%	6%	?	-13	2%	4	0%	-4%

(listing goes on)
smiles	Integrin act MD	BCR signal inh	PTAP TSG101 blk	B2AR arrestin	GALK inhibitor	Tb PFK inh	Giardia killer	Menin-MLL TR inh	FBPA coupling cs	PKM2 act	ASM inhibitor
CCOC(=O)c1c(CNCCN(CC)CC)n(C)c2cc(Br)c(OC)cc12	-17%	11%	-1%	-0.4%	2%	-2%	-15	-15%	2	0%	-3%
COc1ccc(-c2cc(C(=O)NCCN3CCOCC3)no2)cc1OC	-24%	-20%	-3%	-0.6%	-5%	0%	0	-22%	-2	-7%	-2%
O=C1CC(c2ccccc2)c2ccc(O)cc2O1 (centres undefined)	10%	3%	-3%	-0.6%	-1%	0%	-20	8%	4	-2%	4%
COc1ccc(CN2C(=O)C(CC(C)C)Nc3ncnc(N4CCCCC4)c32)cc1 (centres undefined)	26%	-5%	-2%	0.0%	·	-2%	?	·	·	·	3%
Cc1ccc(CS(=O)(=O)c2ccc(C(=O)N3CCCCC3)cc2[N+](=O)[O-])cc1	-52%[inhibitor]	?	0%	-0.2%	2%	-1%	30	-16%	0	-4%	-2%
COc1ccc(NC(=O)CSc2nc3nc(C)cc(C)c3c(=O)[nH]2)cc1	7%	-10%	-1%	0.2%	0%	0%	4	·	·	·	2%
Fc1ccccc1NC(=S)N1CCN(Cc2ccccc2)CC1	2%	?	-2%	0.4%	2%	0%	-3	3%	3	0%	0%
Cc1noc(NS(=O)(=O)c2ccc(NC(=O)CSc3nc4c(cc3C#N)CCC4)cc2)c1C	9%	-8%	-11%	-0.1%	-5%	-24%	-28	6%	15	-7%	27%
CCOC(=O)c1cnc2c(-c3ccccc3)c(-c3ccccc3)nn2c1C	-8%	1%	-2%	0.3%	3%	-7%	22	?	0	·	-1%
O=C(CO/N=C/c1ccc(OC(F)F)cc1)NC1CCCCC1	-8%	1%	-4%	0.3%	13%	1%	-9	-7%	-1	8%	3%

An excerpt; the hit share may differ from the screen's.
